Assay outcomes deposited in PubChem BioAssay by several laboratories.
NadD inh: inhibitors of S. aureus NadD, primary screen, biochemical, colorimetric, uHTS | Nicotinate-nucleotide adenylyltransferase NadD (Staphylococcus aureus N315) | purified NadD enzyme, colorimetric absorbance read-out | inhibition, % at 20 µM | 360,000 tested, 0.78% active | AID 602399, 2012; in the data active means inhibition above about 26%; further: some compounds past the cut are filed as inactive
STEP block: STEP phosphatase inhibitors, primary screen, biochemical, fluorescence intensity, uHTS; recombinant STEP, OMFP fluorogenic substrate; inhibition, % at 20 µM; 360,000 tested, 0.25% active;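 active means inhibition at 20 µM, scaled per plate between control wells, above about 37%, limit read from the data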;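 further: 0% = DMSO with enzyme and substrate and 100% = substrate only without enzyme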
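Test system: STEP tyrosine phosphatase / Reagent: OMFP at 25 µM / Doses: 20 µM, 1% DMSO / Read-out: percent inhibition scaled to no-enzyme and uninhibited-enzyme controls, plate-pattern corrected / Detection: FITC-channel fluorescence of OMFP product / Medium: Bis-Tris buffer pH 6.0, 2.5 mM DTT, 0.005% Tween 20 / Schedule: 20 min at room temperature, dark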
SUMO1-SIM PPI: modulators of SUMO1 protein-protein interactions, primary screen, biochemical, uHTS. inhibition, % at 20 µM. SUMO1 binding to a labelled peptide, TR-FRET, 1 h. AID 602429, 2012. 360,000 tested, 0.33% active; in the data active means inhibition above about 37%
Target sequence (P63165 whole entry, looked up): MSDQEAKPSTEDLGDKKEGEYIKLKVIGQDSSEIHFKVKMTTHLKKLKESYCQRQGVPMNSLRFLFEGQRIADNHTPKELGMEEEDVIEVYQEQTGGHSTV
DNMT1 block: human DNMT1 methyltransferase inhibitors, primary screen, biochemical, molecular beacon, fluorescence, HinP1I cleavage, uHTS; inhibition (reported as % activation of signal), % at 10 µM; DNA (cytosine-5)-methyltransferase 1 (Homo sapiens), P26358; 360,000 tested, 0.83% active; in the data active means inhibition above about 50%
Scp1 inh: Scp-1 phosphatase inhibitors, primary screen, biochemical, colorimetric, uHTS | Carboxy-terminal domain RNA polymerase II polypeptide A small phosphatase 1 (Homo … | Recombinant Scp1, phosphopeptide, malachite green phosphate absorbance | inhibition, % at 20 µM | 340,000 tested, 0.88% active;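 active means inhibition above about 50% at 20 µM, limit read from the data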;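 further: plate controls were DMSO wells with enzyme for no effect and wells lacking enzyme for full effect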
Target sequence (Q9GZU7 76-261 limits assumed): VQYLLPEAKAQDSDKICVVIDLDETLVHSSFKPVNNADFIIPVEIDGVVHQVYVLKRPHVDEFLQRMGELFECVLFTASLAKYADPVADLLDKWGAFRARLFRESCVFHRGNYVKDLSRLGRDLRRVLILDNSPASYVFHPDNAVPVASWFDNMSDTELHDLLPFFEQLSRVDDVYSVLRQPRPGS
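Test system: SCP-1 phosphatase catalytic domain, residues 76-261 | Compound dosing: One concentration, 20 µM, with 1.0% DMSO | Schedule: 45 min room-temperature reaction, 5 min colour, 30 min stabiliser | Detection: Absorbance at 630 nm | Read-out basis: % inhibition of SCP-1 phosphate liberation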
LMPTP inh: LMPTP phosphatase inhibitors, primary screen, biochemical, fluorescence intensity, uHTS | recombinant LMPTP-A, OMFP fluorogenic substrate | inhibition, % at 20 µM | 360,000 tested, 0.22% active | AID 651560, 2012;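 active means compounds that cut the enzyme signal by at least half of the control window in the single-dose screen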;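 further: plate controls were DMSO wells with enzyme plus substrate for no effect and substrate without enzyme for full effect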
Target sequence (P24666 whole entry, looked up): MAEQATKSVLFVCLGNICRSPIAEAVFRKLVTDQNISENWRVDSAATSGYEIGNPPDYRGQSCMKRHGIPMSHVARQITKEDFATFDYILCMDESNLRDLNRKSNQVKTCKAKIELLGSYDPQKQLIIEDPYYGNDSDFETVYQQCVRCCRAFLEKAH
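Test system: LMPTP-A, protein tyrosine phosphatase of low molecular weight; Input: 0.625 nM enzyme; Incubation: 50 min dark incubation at room temperature; Signal: endpoint fluorescence intensity from OMFP dephosphorylation; Read-out basis: % inhibition versus control wells.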
CendR NRP1 mod: modulators of CendR peptide binding to NRP-1, primary screen, biochemical, fluorescence polarization, uHTS | Neuropilin-1 (Homo sapiens), O14786 | FAM-RPARPAR peptide binding to NRP-1 | inhibition, % at 25 µM | 360,000 tested, 0.85% active | AID 602438, 2012;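 active means inhibition or corrected inhibition above about 18%, plus a signal ratio from 0.5 to 1.5, limit read from the data, passing the limit was not always enough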; further: strong numbers were not always called active
SKN-1 inh: suppressors of acrylamide-induced Pgst-4::GFP reporter in worms, primary screen, SKN-1 inhibitor project, whole organism, uHTS, GFP/RFP fluorescence ratio, strain VP596. C. elegans VP596 Pgst-4::GFP/RFP ratio, 24 h. inhibition, % at 21.8 µM. AID 624304, 2012. 360,000 tested, 0.49% active;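 active means interference check ratio from 0.5 to 1.5 plus GFP to RFP signal ratio inhibition reaching or exceeding a fixed threshold, cut at about 30% in these data, passing the limit was not always enough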; further: some compounds called inactive have numbers as strong as hits
TbMetRS inhib: T. brucei MetRS inhibitors, primary screen, biochemical, luminescence | purified T. brucei MetRS, ATP depletion, Kinase-Glo luminescence | inhibition, % at 11.9 µM | 360,000 tested, 0.4% active | AID 624268, 2012;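 active means inhibition above a per-plate cutoff of the control wells' mean inhibition plus 3 SD, cut at about 5.5% in these data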;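 further: 0% = DMSO wells median and 100% = median of wells with control inhibitor compound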
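Material – parasite MetRS enzyme · Medium – HEPES-MgCl2-KCl buffer plus DTT, spermine, BSA, pyrophosphatase · Reagent – ATP, methionine and E. coli bulk tRNA substrates · Times – 15 min enzyme-compound preincubation, 2 h reaction, 10 min detection, 25 °C · Measured by – luminescence of leftover ATP · Evaluation – percent inhibition relative to median high and low control wells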
Neddylation inh: inhibitors of cullin neddylation, primary screen, biochemical, TR-FRET, uHTS, NAE and Ubc12. NEDD8-conjugating enzyme Ubc12 (Homo sapiens) + NEDD8-activating enzyme E1 regulatory …. calls only at 25 µM. 360,000 tested, 0.58% active; in the data active means inhibition above about 36%
Starred values were filed as active, the others as inactive; i = inactive; . = not tested or not shown.

Second line of a record – NadD inh	STEP block	SUMO1-SIM PPI	DNMT1 block	Scp1 inh	LMPTP inh	CendR NRP1 mod	SKN-1 inh	TbMetRS inhib	Neddylation inh
1	CCOC(=O)C1(Cc2ccccc2)CCCN(C(=O)c2cn[nH]c2)C1 (stereo not drawn)
 : 5	-2	0	1	-3	-2.4	10	4	-0.5	i
2	CCC(C)c1ccccc1OCCCNC1CCCC1 (stereo not drawn)
 : -11	2	-10	-1	-6	-3.0	-2	-6	0.0	i
3	CC(C)c1ccccc1NC(=O)c1ccccc1NC(=O)C1CCCCC1
 : -8	0	-2	2	-9	-0.2	-6	6	-0.5	i
4	C[C@H](NC(=O)OCc1ccccc1)C(=O)NNC(=O)[C@H](C)NC(=O)OCc1ccccc1
 : -4	-1	2	7	0	-0.8	17	-3	-0.2	i
5	CCOC(=O)C1CCC/C1=N\NC(=O)CN(c1cc(OC)ccc1OC)S(=O)(=O)c1ccccc1 (stereo not drawn)
 : -9	1	7	-1	15	4.4	22	5	0.8	i
6	C=CCOc1ccc(/C=C/C(=O)OCC(=O)NC2CCCCCCC2)cc1
 : -2	2	-1	3	-7	-4.2	6	6	-0.3	i
7	Cc1ccc(Cn2c(=O)c3c(nc4n3CCCN4Cc3ccccc3)n(C)c2=O)cc1
 : 0	0	1	-3	-6	3.4	2	12	-0.8	i
8	O=C(NCc1cccnc1)c1ccc(=O)oc1
 : 2	1	-4	-5	-9	-1.5	-1	-10	0.2	i
9	CCC(=O)Nc1cccc(NC(=O)CSc2nc3c(c(=O)n(C)c(=O)n3C)n2C)c1
 : 1	-2	1	2	-3	0.5	11	-20	0.1	i
10	CCOC(=O)c1c(NCC(C)C)c2ccccc2[nH]c1=O
 : -3	3	-1	1	-3	-0.1	-4	-17	0.7	i
11	Cc1ccc(S(=O)(=O)N2CCOC2CNC(=O)C(=O)NCCN2CCOCC2)cc1 (stereo not drawn)
 : -3	-1	0	1	-4	-2.5	-2	16	-0.2	i
12	COc1ccc(C(=O)NCC(=O)N/N=C(C)\C=C\c2ccccc2)cc1OC
 : -2	2	-13	2	-13	-1.5	-5	-4	0.4	i
13	CC(C)(NO)/C(=N\O)c1ccccc1
 : -5	-2	-1	-2	-5	-2.2	6	18	-0.3	i
14	O=C(COc1ccc2c(-c3ccccc3)cc(=O)oc2c1)NCCCN1CCOCC1
 : -5	-2	-16	2	-3	-1.6	18	-2	-0.2	i
15	CCCc1nc(SCC(=O)c2ccccc2)c2c(=O)n(C)c(=O)n(C)c2n1
 : -6	6	3	3	-9	0.7	-8	16	-0.1	i
16	CCOC(=O)[C@H]1[C@H]2COc3ccc(OC)cc3[C@@H]2N2C(=O)CN(CCc3c[nH]c4ccccc34)C(=O)[C@@]12C
 : -3	-2	-1	-7	-9	0.4	-11	-3	0.3	i
17	O=C1NC(=O)C(c2cn(-c3ccccc3)nc2-c2ccc(F)cc2)N1 (stereo not drawn)
 : 2	-2	5	-2	-17	-0.6	10	0	-0.1	i
18	COc1ccc(C(=O)O)cc1S(=O)(=O)N(CCc1ccccc1)Cc1ccccc1
 : -2	0	-3	0	-31	-0.1	2	-5	0.1	i
19	COc1cc(/C=N/NC(=O)c2nonc2N)cc(OC)c1OC
 : 2	6	-1	1	-7	-2.1	14	-1	0.1	i
20	Cc1cc(Cl)ccc1OCC(=O)N/N=C1\CC2C=CCC12 (stereo not drawn)
 : 0	4	1	6	-6	-1.3	3	5	-0.7	i
21	O=c1oc2ccccc2c(N2CCC(c3ccccc3)CC2)c1[N+](=O)[O-]
 : 1	-2	4	3	-10	-0.6	-3	7	-0.6	i
22	CN(C)CC1CCC/C(=C\c2ccc(OC(=O)/C=C/c3ccccc3)cc2)C1=O (stereo not drawn)
 : 0	-2	-4	45	-8	-0.7	5	11	-0.1	i
23	COc1ccc(CCNC(=O)CCCc2ccccc2)cc1OC
 : 0	2	6	-2	-12	-0.9	17	-6	-0.2	i
24	CCc1cc(=O)oc2c(C)c(OCC(=O)N3CCCc4ccccc43)ccc12
 : 3	-2	3	9	-5	-0.4	-4	2	-0.2	i
25	c1ccc(-c2ccccc2OCCOCCN2CCCCC2)cc1
 : -2	-2	-6	2	0	-0.2	-3	-8	-0.3	i
26	O=c1c2ccccc2oc2cc(NCCCn3ccnc3)ccc12
 : 2	-2	1	8	-8	1.9	-2	17	-0.3	i
27	CCCCn1c(N)c(N(CC(C)C)C(=O)c2cccc(S(=O)(=O)N3CCCCC3)c2)c(=O)[nH]c1=O
 : 0	3	-1	3	5	0.7	-1	-7	-0.4	i
28	Cc1cc(C(=O)NCC(=O)OCC(=O)Nc2ccc(OC(F)F)cc2)ccc1[N+](=O)[O-]
 : -10	-2	-19	-4	-7	-1.4	-3	2	-0.3	i
29	CCOc1ccccc1Nc1nnc(SCC(=O)Nc2ccc3[nH]c(=O)[nH]c3c2)s1
 : 9	0	8	-2	-13	0.5	6	4	0.1	i
30	CCCCN1CCc2c([nH]c3ccc(C)cc23)C1=O
 : -1	0	-3	1	-4	-0.7	7	23	0.1	i

An excerpt of these results, as tab-separated lines:
nr	smiles	NadD inh	STEP block	SUMO1-SIM PPI	DNMT1 block	Scp1 inh	LMPTP inh	CendR NRP1 mod	SKN-1 inh	TbMetRS inhib	Neddylation inh
27	CCCCn1c(N)c(N(CC(C)C)C(=O)c2cccc(S(=O)(=O)N3CCCCC3)c2)c(=O)[nH]c1=O	0	3	-1	3	5	0.7	-1	-7	-0.4	i
23	COc1ccc(CCNC(=O)CCCc2ccccc2)cc1OC	0	2	6	-2	-12	-0.9	17	-6	-0.2	i
22	CN(C)CC1CCC/C(=C\c2ccc(OC(=O)/C=C/c3ccccc3)cc2)C1=O (stereo not drawn)	0	-2	-4	45	-8	-0.7	5	11	-0.1	i

Next part.
Second line of a record – NadD inh	STEP block	SUMO1-SIM PPI	DNMT1 block	Scp1 inh	LMPTP inh	CendR NRP1 mod	SKN-1 inh	TbMetRS inhib	Neddylation inh
31	CN(CC(=O)Nc1ccc(F)cc1)C(=O)COC(=O)c1nc(Cl)ccc1Cl
 : 4	1	7	0	.	0.0	0	22	-0.2	i
32	Cc1ccc2nc(C3CCCN3Cc3nc(CCC(C)C)no3)[nH]c2c1 (stereo not drawn)
 : -7	0	8	0	-15	-0.7	-5	10	-0.5	i
33	COC(=O)C1Cc2c([nH]c3ccccc23)C2(CCN(Cc3ccccc3)CC2)N1 (stereo not drawn)
 : -7	0	7	-2	-2	-0.5	-8	1	-0.6	i
34	O=C(C1COc2ccccc2O1)N1CCCCC1 (stereo not drawn)
 : 2	3	-2	2	-6	-2.4	3	-6	-0.5	i
35	C[C@H]1CCC(=O)N(CCSc2ccc(Br)cc2)CC1
 : 0	3	-3	-1	-6	1.4	8	-26	0.0	i
36	O=C(CN1CCc2ccccc21)NN1CC(=O)N(c2ccccc2)CC1=O
 : 7	2	7	-13	-11	-0.1	7	3	-0.1	i
37	c1ccc(SCCOCCN2CCOCC2)cc1
 : -8	4	4	-3	-12	-1.5	3	-15	-0.8	i
38	COc1ccc(/C=C2\N=C(C(C)(C)C)OC2=O)c(OC)c1
 : 0	0	-3	4	-2	0.0	-2	-11	-0.4	i
39	O=C(COC(=O)[C@H](Cc1ccccc1)NC(=O)c1ccco1)NC(c1ccccc1)c1ccccc1
 : -5	-2	-3	-9	-12	2.4	-6	-26	0.0	i
40	O=S(=O)(c1ccccc1)N1CCN(c2ccccc2)CC1
 : -6	-2	2	-1	18	-2.4	7	-8	-1.2	i
41	C=CCc1cccc(/C=N/NC(=O)CCC(=O)Nc2ccc(F)cc2)c1O
 : -3	-1	0	9	-1	-0.1	-7	7	0.7	i
42	COCCN1C(=O)COc2ccccc2C1C(=O)NCc1ccccc1 (stereo not drawn)
 : 5	.	3	.	.	-1.2	1	4	-0.1	i
43	Cc1cc([N+](=O)[O-])nn1CC(=O)Nc1cc(F)ccc1F
 : -3	-3	-9	3	12	-1.9	6	6	-0.7	i
44	CN(C)S(=O)(=O)c1cccc(-c2csc(N/N=C/c3ccco3)n2)c1
 : 9	-1	-4	-17	-9	0.1	-10	-7	0.6	i
45	CCC(CC)C(=O)Nc1nnc(SCC(=O)NC(C)(C)C)s1
 : -1	-2	-4	1	-4	-0.8	-3	-9	-1.0	i
46	Cc1cc(=O)oc(C)c1C(=O)OCC(=O)c1ccc(Br)cc1
 : 0	0	8	-4	-11	-1.7	12	-12	-0.6	i
47	COc1cccc(C(CNc2ccc(S(=O)(=O)N3CCN(C)CC3)cc2[N+](=O)[O-])N(C)C)c1 (stereo not drawn)
 : -2	-1	-39	-1	-7	-0.2	3	11	-0.4	i
48	CC(C)C(=O)Nc1ccccc1-c1nc2ccccc2[nH]c1=O
 : -2	-1	-14	4	-1	0.0	-6	9	-0.6	i
49	Cc1ccc(S(=O)(=O)Nc2ccccc2C=NNC(=O)c2ccncc2)cc1
 : -2	-1	2	1	.	-0.7	9	17	0.3	i
50	Cc1ccc(-n2cc(CN3CCNC(=O)CC3)c(-c3ccc(F)cc3)n2)cc1
 : -4	-2	-3	-3	-6	-0.7	-7	-5	-0.1	i
